Screening data deposited in PubChem by The Scripps Research Institute Molecular Screening Center.
M5 antag – blocks acetylcholine activation of human M5 receptor | CHO-hM5 cells, Fluo-8 calcium fluorescence, ACh EC80 | inhibition, % at 3 µM | AID 624040 | actives 0.59% (n = 360,000);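 active means inhibition above a per-plate cutoff, the mean of that plate's test compounds plus 3 SD, cut at about 27% in these data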;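 further: 0% = acetylcholine EC80 with DMSO and 100% = DMSO without agonist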
Target sequence (P08912 whole entry, looked up): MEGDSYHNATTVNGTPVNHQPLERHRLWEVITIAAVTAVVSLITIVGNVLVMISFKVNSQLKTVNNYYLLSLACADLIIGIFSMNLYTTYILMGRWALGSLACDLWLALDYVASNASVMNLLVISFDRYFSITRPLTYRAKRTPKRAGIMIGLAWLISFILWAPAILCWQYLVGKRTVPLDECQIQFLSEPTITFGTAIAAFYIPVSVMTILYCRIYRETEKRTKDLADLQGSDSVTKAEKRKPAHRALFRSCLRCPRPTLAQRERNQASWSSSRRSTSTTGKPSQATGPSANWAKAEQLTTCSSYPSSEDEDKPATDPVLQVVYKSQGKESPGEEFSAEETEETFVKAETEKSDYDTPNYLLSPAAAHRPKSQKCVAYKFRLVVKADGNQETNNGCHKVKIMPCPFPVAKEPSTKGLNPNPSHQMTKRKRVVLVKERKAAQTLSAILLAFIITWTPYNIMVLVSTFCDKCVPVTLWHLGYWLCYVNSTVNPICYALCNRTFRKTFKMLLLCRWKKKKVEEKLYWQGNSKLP
CHRM4 antagonist – CHRM4 antagonism in calcium assay; P08173; CHO-hM4 cells, ACh EC80, Fluo-8 calcium fluorescence; inhibition, % at 3 µM; actives 0.73% (n = 360,000);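 active means inhibition above its plate's cutoff, the mean inhibition of sample wells plus 3 SD, cut at about 27% in these data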;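 further: 0% = acetylcholine EC80 with DMSO and 100% = DMSO without agonist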
Target sequence (P08173 whole entry, looked up): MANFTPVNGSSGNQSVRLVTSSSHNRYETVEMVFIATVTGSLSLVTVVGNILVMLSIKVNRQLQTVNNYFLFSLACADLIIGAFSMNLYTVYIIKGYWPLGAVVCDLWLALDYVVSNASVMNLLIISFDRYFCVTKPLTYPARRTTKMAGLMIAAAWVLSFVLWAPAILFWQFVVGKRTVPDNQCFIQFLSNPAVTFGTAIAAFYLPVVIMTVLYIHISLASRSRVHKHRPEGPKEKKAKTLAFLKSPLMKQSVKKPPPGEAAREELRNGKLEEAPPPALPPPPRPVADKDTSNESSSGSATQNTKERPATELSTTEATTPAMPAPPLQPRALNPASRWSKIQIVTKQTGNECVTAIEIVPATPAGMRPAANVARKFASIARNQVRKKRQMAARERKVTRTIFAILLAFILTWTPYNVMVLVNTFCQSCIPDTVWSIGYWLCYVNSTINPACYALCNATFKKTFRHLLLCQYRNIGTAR
M5 PAM – potentiates acetylcholine response at human M5 receptor | P08912 | CHO-K1 hM5, Fluo-8 calcium, ACh EC20 PAM; 0% = ACh EC20, 100% = ACh EC100 | activation, % at 3 µM | actives 0.3% (n = 360,000) | AID 624038;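 active means activation above the run cutoff, the mean activation of all test compounds plus 3 SD, cut at about 18% in these data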
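System: CHO-K1 hM5 cells. Reagent: acetylcholine, EC20 level. Compound dosing: single dose, 3 µM nominal final test concentration. Timing: Post-acetylcholine fluorescence recording 140 s. Detection: Fluo-8 calcium fluorescence. Read-out: % activation, ACh-normalized. Benchmarks: ACh EC20 and EC100 wells. Repeats: singlicate, one well per test compound.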
CHRM4 agonist – agonists of human muscarinic M4 receptor (CHRM4). activation, % at 3 µM. actives 0.14% (n = 360,000). P08173. CHO-K1 hM4/Gqi5, Fluo-8 calcium fluorescence; vehicle 0%, full acetylcholine response 100%;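 active means activation above the run mean over all test wells plus 3 SD, cut at about 32% in these data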;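 further: peak over basal fluorescence ratio per well then scaled between controls; 0% = DMSO wells and 100% = acetylcholine at EC100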
M5 ag – CHRM5 agonism in calcium assay. P08912. CHO-K1 hM5 cells, Fluo-8 calcium fluorescence; 0% DMSO wells, 100% maximal acetylcholine response. activation, % at 3 µM. actives 0.19% (n = 360,000). AID 624037;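 active means activation above the run's mean over test compounds plus 3 SD, cut at about 23% in these data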;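 further: signal is peak over basal fluorescence ratio across the kinetic read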
M1 ag parental – counter-screen for M1 agonists: effect in parental CHO-K1 cells. Fluo-8 calcium fluorescence; scaled to maximal ATP response, vehicle zero. activation, % at 3 µM. actives 0.48% (n = 360,000); in the data active means activation above about 15%;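 further: untransfected CHO-K1 host cells lacking M1 receptor as counterscreen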
CHRM4 PAM – potentiates acetylcholine response at human M4 receptor. actives 0.4% (n = 360,000). P08173. activation, % at 3 µM. CHO-K1 hM4/Gqi5, Fluo-8 calcium fluorescence, ACh EC20; 0% = ACh EC20, 100% = maximal ACh;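 active means activation above its plate's cutoff, the mean activation of sample wells plus 3 SD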; further: some results filed as inactive read as strong as hits
M1 PAM parental – nonselective activator or artifact in parental CHO-K1 calcium assay. ATP EC20, Fluo-8 calcium fluorescence; 0% at ATP EC20, 100% at ATP max. activation, % at 3 µM. actives 0.02% (n = 360,000);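 active means activation above the run cutoff, the mean activation of all test compounds plus 3 SD, cut at about 40% in these data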;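 further: peak over basal fluorescence ratio in a 140 s read after ATP addition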
CHO-K1 Ca antag – nonselective inhibitor or artifact in parental CHO-K1 cells | ATP-induced calcium, Fluo-8 fluorescence | inhibition, % at 3 µM | actives 0.6% (n = 360,000) | AID 602250;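 active means inhibition above a per-plate cutoff, the plate's mean sample inhibition plus 3 SD, cut at about 24% in these data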;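 further: 0% = DMSO plus EC80 ATP and 100% = DMSO alone without ATP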
Active calls of the source: *. Random draw from the library (roughly 2.7% active in at least one column).

SMILES	M5 antag	CHRM4 antagonist	M5 PAM	CHRM4 agonist	M5 ag	M1 ag parental	CHRM4 PAM	M1 PAM parental	CHO-K1 Ca antag
CCOc1ccc(-c2cn(-c3ccccc3OC)c(=S)[nH]2)cc1	-1	-1	0	1	1	2.2	-5	22	-16
COc1ccccc1C(=O)NC(CCSC)C(=O)OC(C)C(N)=O (centres undefined)	0	7	7	1	1	0.3	1	-3	-10
S=C(Nc1ccccc1)Nc1cccc(Cl)c1Cl	8	-4	-7	2	2	0.1	8	-18	10
Cc1ccc(NC(=O)c2cnc(N3CCN(c4ccccn4)CC3)c3ccccc23)c(Br)c1	14	30*	-15	12	3	5.9	-21	-6	26*
CC1(C)C(c2ccco2)=[N+]([O-])C2(CCCCC2=O)N1O (centres undefined)	4	13	1	2	-7	0.1	6	8	-5
O=C(CC1C(=O)NCCN1C(=O)Nc1ccccc1)Nc1cc(Cl)cc(Cl)c1 (centres undefined)	13	4	0	1	-2	-0.2	1	-19	7
CCCCN(CC)CCCNC(=O)c1cc2c(=O)[nH]c3ccccc3c2s1	0	-1	1	1	-5	0.0	6	-17	-6
Cc1nn(-c2ccccc2)c(C)c1NC(=O)COc1ccc([N+](=O)[O-])cc1	-4	1	-3	10	11	4.3	-10	-12	8
COC(=O)c1ccc2c(c1)NC(=O)C(N1CCCC1)S2 (centres undefined)	-5	8	6	2	3	0.4	7	14	-13
COc1ccc(CC(=O)N/N=C(/C)CC(=O)N(C)c2ccccc2)cc1	13	-3	-3	1	-3	2.0	0	16	-19
N#CCCn1nc(-c2ccccc2)cc1-n1c(C(F)(F)F)nc2ccccc21	4	6	-13	1	-12	0.4	1	-4	-2
CCc1nc2c(OCc3ccccc3C(=O)OC)cccn2c1N(C)C(=O)Nc1ccccc1OC	1	-6	-1	-2	-2	-0.7	0	3	0
O=C1CSC(=Nc2ccc(F)cc2)N1	-1	-10	3	0	-1	0.6	-3	14	-10
CC1(C)SC2C(NC(=O)C3(N)CCCCC3)C(=O)N2C1C(=O)O (centres undefined)	14	3	0	0	4	-0.5	2	-17	5
CC(C)CNC(=S)Nc1ccc(Oc2ccccc2)cc1	-2	3	-6	7	1	4.4	8	9	-8
CC(=O)c1ccc(S(=O)(=O)NC2CC2)cc1	1	7	-2	0	-3	1.0	-1	5	-19
COc1cc2c(cc1OC)C(C1C(=O)CC(C)CC1=O)N(C(=O)CCl)CC2 (centres undefined)	-9	-7	-4	1	-4	0.2	5	19	-11
COC(=O)c1c(NS(C)(=O)=O)sc2c1CCCC2	3	7	-1	0	-1	-0.7	-5	-3	9
COC(=O)c1c(C)[nH]c(C(=O)C(C)OC(=O)C2CC2)c1C (centres undefined)	-1	9	7	2	3	0.5	6	0	-5
COc1ccc(Cn2c(O)c(/C=N/NC(=O)c3cccnc3)c3ccccc3c2=O)cc1	5	4	2	0	3	0.7	-5	4	-7
O=c1oc(-c2ccccc2)cc(Cl)c1Cl	19	5	-2	-1	-3	-0.9	3	-12	15
Cc1ccccc1CN(C)CC(=O)Nc1c(C)cccc1C(C)C	3	-14	-2	0	-6	5.9	9	25	-36
CCOC(=O)c1[nH]c(C)c(CN(C(C)=O)c2ccc(OCC)cc2)c1C	11	17	-14	-1	-11	0.7	-19	24	-6
CC(C)N(C(=O)CSc1nc(Cc2ccccc2)nc2ccccc12)C(C)C	8	3	-10	4	0	1.6	-10	13	-7
Oc1ccc(/C=N/N2CCCCC2)c(O)c1	2	-28	1	1	5	0.2	7	-11	-7

Shown in markdown: entries from further up.
| SMILES | M5 antag | CHRM4 antagonist | M5 PAM | CHRM4 agonist | M5 ag | M1 ag parental | CHRM4 PAM | M1 PAM parental | CHO-K1 Ca antag |
| --- | --- | --- | --- | --- | --- | --- | --- | --- | --- |
| Cc1nn(-c2ccccc2)c(C)c1NC(=O)COc1ccc([N+](=O)[O-])cc1 | -4 | 1 | -3 | 10 | 11 | 4.3 | -10 | -12 | 8 |
| COC(=O)c1ccc2c(c1)NC(=O)C(N1CCCC1)S2 (centres undefined) | -5 | 8 | 6 | 2 | 3 | 0.4 | 7 | 14 | -13 |
| COc1ccc(CC(=O)N/N=C(/C)CC(=O)N(C)c2ccccc2)cc1 | 13 | -3 | -3 | 1 | -3 | 2.0 | 0 | 16 | -19 |
| N#CCCn1nc(-c2ccccc2)cc1-n1c(C(F)(F)F)nc2ccccc21 | 4 | 6 | -13 | 1 | -12 | 0.4 | 1 | -4 | -2 |

(more compounds)
SMILES	M5 antag	CHRM4 antagonist	M5 PAM	CHRM4 agonist	M5 ag	M1 ag parental	CHRM4 PAM	M1 PAM parental	CHO-K1 Ca antag
COC1=CC(=O)OC(C)(c2ccccc2)C1 (centres undefined)	24	2	-6	1	-2	0.7	4	6	-4
CCN(C(=O)CSc1nnc2ccccn12)C1CCS(=O)(=O)C1 (centres undefined)	-1	-9	5	2	0	0.0	6	-14	6
O=C(c1cccnc1)N1N=C(c2cccs2)CC1c1ccc(F)cc1 (centres undefined)	-5	18	-8	0	-4	0.1	-6	5	-9
COc1ccc(Cl)cc1NC(=O)CN(C)C(=O)c1ccc(N2CCCCCC2)c([N+](=O)[O-])c1	9	-13	-19	12	-2	3.8	-6	-4	0
COc1ccc(CN2CCn3ncc(C(=O)Nc4ccc(Cl)cc4Cl)c3C2=O)cc1	-19	-9	2	2	-2	0.2	13	4	-9
O=C(NCCCCc1ccccc1)c1ccc(Br)cc1	6	-3	-2	0	-2	0.5	-1	10	4
CC(C)c1ccc(/C=C/C(=O)N2CCOCC2)cc1	5	5	6	1	-1	2.5	-4	18	-12
CCOc1ccccc1NC(=O)N1CCC(c2nc3ccccc3[nH]2)CC1	0	1	-9	7	6	2.2	-4	-10	-17
Cc1ccc(S(=O)(=O)NC(=O)N2CCCC(C)(C)C2)cc1	1	-8	3	1	-4	1.2	4	23	-6
COc1ccc2nc(SCC(=O)Nc3c(C)cccc3C)[nH]c2c1	-3	1	9	2	-5	1.4	7	24	-7
Cc1ccc(C(=O)Cn2nnc3ccccc32)cc1	5	3	-3	0	-3	0.1	1	6	-5
CC(C)C(NC(=O)OCc1ccccc1)C(=O)NCC(=O)OC(C)(C)C (centres undefined)	-3	-7	3	0	-2	0.9	4	11	-20
CCOC(=O)C(C(=O)OCC)C1OC(=O)c2cc3c(cc21)C(=O)OC3C(C(=O)OCC)C(=O)OCC (centres undefined)	-3	0	2	1	-1	0.1	8	18	-4
CCOc1ccc(-c2noc(CCC(=O)NCC3CCCO3)n2)cc1OC (centres undefined)	20	12	-5	0	-5	0.5	-9	-17	-6
O=C(Nn1c(-c2ccc(Br)cc2)nc2ccccc2c1=O)c1ccc([N+](=O)[O-])cc1	6	-2	-3	6	1	1.6	3	-3	8
CCN(C(=O)CSc1nnc(Nc2ccccc2)s1)C1CCS(=O)(=O)C1 (centres undefined)	2	-1	2	1	0	1.0	3	19	-16
CCNC(=O)CN(c1ccc(Br)c(C)c1)S(C)(=O)=O	9	0	-10	12	4	3.5	-7	3	9
COc1ccc(-n2ncc3c(SCC(=O)OC(C)C)ncnc32)cc1	12	-16	-8	9	3	4.6	-6	10	-6
CCCn1nc(NC(=O)CC(C)C)c2cc3ccccc3nc21	-3	10	-1	1	2	0.1	-7	-6	11
COc1ccc(NC(=O)CSc2ncnc3c2nnn3-c2ccc(F)cc2)c(OC)c1	10	-4	-1	1	0	-0.2	0	3	-18
Cc1ccc(C(C)C)c(OCc2ccc(C(=O)N/N=C/c3ccc(O)cc3O)cc2)c1	-1	-4	-2	2	0	1.1	-4	23	-11
CCn1c(SCC(=O)N2CCOCC2)nc2c(c1=O)SC(C)C2 (centres undefined)	-5	2	4	-1	1	-0.2	9	9	2
CCOc1cc2c3c(c1)C(C)=CC(C)(C)N3C(=O)C2=O	12	-17	-26	-2	56*	-0.8	-3	10	-10
Cn1[nH]c(C(F)(F)F)c(C=Nc2ccc(Cl)cc2)c1=O	3	-2	-3	0	-2	0.6	3	11	-3
Cc1ccc(Oc2nnc(-c3ccccc3)cc2C#N)cc1	-3	-6	3	1	-2	0.6	5	14	-2

Complete entries, quoted from the list.
Record of CC(C)C(NC(=O)OCc1ccccc1)C(=O)NCC(=O)OC(C)(C)C (centres undefined) → M5 antag: -3; CHRM4 antagonist: -7; M5 PAM: 3; CHRM4 agonist: 0; M5 ag: -2; M1 ag parental: 0.9; CHRM4 PAM: 4; M1 PAM parental: 11; CHO-K1 Ca antag: -20
Record of CCOc1cc2c3c(c1)C(C)=CC(C)(C)N3C(=O)C2=O → M5 antag: 12; CHRM4 antagonist: -17; M5 PAM: -26; CHRM4 agonist: -2; M5 ag: 56*; M1 ag parental: -0.8; CHRM4 PAM: -3; M1 PAM parental: 10; CHO-K1 Ca antag: -10
Record of COc1ccc(CN2CCn3ncc(C(=O)Nc4ccc(Cl)cc4Cl)c3C2=O)cc1 → M5 antag: -19; CHRM4 antagonist: -9; M5 PAM: 2; CHRM4 agonist: 2; M5 ag: -2; M1 ag parental: 0.2; CHRM4 PAM: 13; M1 PAM parental: 4; CHO-K1 Ca antag: -9

New compounds follow:
SMILES	M5 antag	CHRM4 antagonist	M5 PAM	CHRM4 agonist	M5 ag	M1 ag parental	CHRM4 PAM	M1 PAM parental	CHO-K1 Ca antag
COCCCNC(=O)CCc1nc(-c2ccccc2Cl)no1	-3	-5	3	0	-2	0.9	4	18	-12
CC(=O)Oc1ccc(C2C3=C(CC(C)(C)CC3=O)Nc3cc4c(cc32)OCCO4)cc1 (centres undefined)	7	-6	2	1	1	1.0	14	-1	6
COc1ccc2c(c1)C1NC(=S)NC(C)(O2)C1C(=O)Nc1ccc(C)cc1C (centres undefined)	-8	0	0	2	6	0.7	-6	7	0
CCOC(=O)c1c(C)oc2cc(Sc3ccccc3)c(O)c(O)c12	-7	2	-1	0	-2	0.5	-6	7	-15
Nc1nc(-c2nonc2N)no1	3	2	5	1	-2	0.8	0	15	-9
COC(=O)c1ccccc1S(=O)(=O)NNC(=O)c1nn(C)c(=O)c2ccccc12	8	-4	7	1	4	1.6	3	25	-22
O=[N+]([O-])c1ccc(N/N=C2/CCCCC2c2ccccn2)c([N+](=O)[O-])c1 (centres undefined)	4	-2	-7	2	-1	0.7	0	5	2
CC(NC(=O)C1C2C=CC(C2)C1C(=O)O)c1ccccc1 (centres undefined)	5	-12	-4	1	-2	0.0	2	4	-9
CN1/C(=C/C(=O)C2CC2)C(C)(C)c2ccccc21	-11	-9	5	2	-6	0.5	4	6	-13
Nc1nnc(SCC(=O)Nc2ccccc2N2CCOCC2)s1	2	2	2	0	-5	0.4	0	13	-15
Fc1ccc(CNc2nc(-c3ccccc3)nc3ccccc23)cc1	3	-2	-8	0	-3	0.7	-4	12	7
